SMARCA2 act: SMARCA2 function activation, primary screen; MG213 cells, MMTV-luciferase reporter, dexamethasone, overnight; AID 652017; 1% of 370,000 active; activation, % at 9.1 µM; in the data active means activation above about 7.8%;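 further: 0% = vehicle wells and 100% = reference activator wells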
NPR1 activator: GC-A (human) enzyme activation; AID 1671463; HEK293 GC-A cells, cGMP TR-FRET, EC30 ANP; 0% at EC30 ANP, 100% saturating ANP; activation, % at 10 µM; 0.14% of 370,000 active; in the data active means activation above about 40%
hgDAF-12 ag: agonists of H. glycines DAF-12 nuclear receptor. AID 687014. 1.8% of 370,000 active. activation, % at 6.8 µM. HEK293 GAL4-hgDAF12 UAS-luciferase reporter, agonist luminescence; normalized to butyrate control;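 active means activation above a cutoff set at the mean of all screened compounds plus 3 SD, cut at about 10% in these data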;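 further: 0% = DMSO wells and 100% = sodium butyrate wells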
DAX1 inh-1: inhibits human nuclear receptor DAX1 | P51843 | HEK293 Gal4-DAX1 luciferase reporter, luminescence | inhibition, % at 6.75 µM | 0.99% of 340,000 active | AID 504766;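 active means inhibition above the mean over all tested compounds plus 3 SD, cut at about 4.2% in these data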;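 further: 0% = DAX1-transfected cells with DMSO and 100% = empty-vector control cells with DMSO; inhibition shows as a rise in luminescence from relieved DAX1 repression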
Target sequence (P51843 207-470 limits assumed): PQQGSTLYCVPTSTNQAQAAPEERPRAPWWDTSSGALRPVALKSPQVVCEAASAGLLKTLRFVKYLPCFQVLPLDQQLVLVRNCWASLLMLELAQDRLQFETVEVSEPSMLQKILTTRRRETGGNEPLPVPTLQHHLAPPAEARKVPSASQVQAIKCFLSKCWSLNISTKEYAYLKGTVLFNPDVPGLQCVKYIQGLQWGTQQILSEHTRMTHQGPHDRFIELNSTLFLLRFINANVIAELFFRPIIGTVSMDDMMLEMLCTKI
PG9 binder: small molecules binding HIV-1 gp120 antibody PG9. inhibition, % at 6.7 µM. 0.43% of 360,000 active. TR-FRET gp120-PG9 antibody binding; in the data active means inhibition above about 8.5%
ssDAF-12 act: S. stercoralis DAF-12 activation, primary screen. 1% of 370,000 active. HEK293 ssDAF-12/GRIP1 lit1-tk-luc reporter, luminescence; % of 3 µM dafachronic acid response. activation, % at 6.8 µM;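 active means activation above the mean over all tested compounds plus 3 SD, cut at about 0.9% in these data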;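 further: 0% = DMSO-only wells and 100% = 3 µM delta7-dafachronic acid wells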
hcDAF-12 act: activates DAF-12 receptor from parasite H. contortus | 1.4% of 370,000 active | activation, % at 6.8 µM | AID 652067 | HEK293 hcDAF-12 lit1-tk-luc reporter, luminescence; 0% DMSO, 100% Δ7-dafachronic acid;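 active means activation above the mean of all tested compounds plus 3 SD, cut at about 5.5% in these data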;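 further: 100% = response to 3 µM Δ7-dafachronic acid high control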
GAA850 FXN act: frataxin GAA850 promoter activation; 0.56% of 360,000 active; activation, % at 6 µM; AID 540364; HEK293 lucGAA850 FXN promoter luciferase reporter, 24 h; percent of 10 µM SAHA response;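 active means activation above the average of all compounds screened plus 3 SD, cutoff fixed separately per campaign, cut at about 7.5% in these data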;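 further: 0% = DMSO wells and 100% = 10 µM SAHA wells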
ADAM17 inh: inhibitors of human ADAM17; recombinant ADAM17, EDANS/DABCYL FRET peptide cleavage; inhibition, % at 6.95 µM; 0.83% of 370,000 active;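 active means inhibition above the mean of compounds lying between control limits plus 3 SD, set per campaign, cut at about 8.5% in these data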;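 further: 0% = DMSO-only wells as the low control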
Target sequence (P78536 215-824 limits assumed): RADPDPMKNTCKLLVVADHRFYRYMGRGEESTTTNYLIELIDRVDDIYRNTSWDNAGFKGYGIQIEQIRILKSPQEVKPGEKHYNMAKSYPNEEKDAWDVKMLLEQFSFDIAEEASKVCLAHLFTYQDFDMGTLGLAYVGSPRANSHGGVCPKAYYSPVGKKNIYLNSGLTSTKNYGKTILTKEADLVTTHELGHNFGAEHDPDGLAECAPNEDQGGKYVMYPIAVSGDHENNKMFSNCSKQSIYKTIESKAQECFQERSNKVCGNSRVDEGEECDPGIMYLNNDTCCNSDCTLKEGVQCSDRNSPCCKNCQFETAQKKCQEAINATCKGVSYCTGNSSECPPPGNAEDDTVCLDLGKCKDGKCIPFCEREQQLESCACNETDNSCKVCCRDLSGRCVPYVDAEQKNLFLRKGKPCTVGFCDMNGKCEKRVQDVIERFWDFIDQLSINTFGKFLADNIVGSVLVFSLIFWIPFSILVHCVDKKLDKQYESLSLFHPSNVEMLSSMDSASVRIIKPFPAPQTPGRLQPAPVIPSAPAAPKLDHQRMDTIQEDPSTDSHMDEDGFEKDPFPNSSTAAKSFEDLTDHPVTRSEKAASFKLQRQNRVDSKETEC
ADAM10 inh: inhibitors of human ADAM10; O14672; recombinant ADAM10, EDANS/DABCYL FRET peptide cleavage, 3 h; inhibition, % at 7 µM; 0.62% of 370,000 active; AID 720582;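 active means inhibition above a per-campaign cutoff equal to the mean of compounds falling between control-based bounds plus 3 SD, cut at about 20% in these data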;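 further: 0% = DMSO wells while the 100% control is not disclosed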
DAX1 inh-2: inhibitors of DAX1 repression of SF-1 activated StAR promoter; HEK293T StAR-luciferase reporter, SF-1/DAX-1 repression relief; inhibition, % at 6.8 µM; 1.1% of 370,000 active; AID 652010;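 active means inhibition above the mean over all tested compounds plus 3 SD, cut at about 3.6% in these data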;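 further: 0% = DAX-1 cells with DMSO and 100% = cells lacking DAX-1 with DMSO; higher inhibition means more luminescence from relief of DAX-1 repression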
* marks the source's active call; other numbers are inactive results; nt = no result given.

canonical_smiles	ADAM17 inh	DAX1 inh-2	ADAM10 inh	NPR1 activator	ssDAF-12 act	PG9 binder	GAA850 FXN act	hcDAF-12 act	SMARCA2 act	hgDAF-12 ag	DAX1 inh-1
COc1ccc(CC(=O)NCc2n[nH]c(=S)n2C)cc1	0	-0.6	-4	2	-0.8	0.8	0.2	-0.8	-4	3.9	0.9
Cc1cc(Br)ccc1SCC(=O)OCC(=O)N1CCN(C(=O)c2ccco2)CC1	-1	0.7	-7	-5	-1.2	0.7	-1.6	-1.4	-1	-0.1	0.4
O=C(O)c1ccc(C(=O)C(=O)c2ccccc2)cc1	-6	0.5	-4	0	-1.0	1.4	1.4	-0.8	-5	-1.9	-0.7
CCOC(=O)N1CCN(C(=O)C[C@@H]2C[C@@]3(C(=O)OCC)CCC=C3N(Cc3ccc4c(c3)OCO4)C2=O)CC1	1	1.1	2	3	-1.2	1.1	nt	-0.1	-6	1.8	nt
CSc1ncccc1C(=O)OCC(=O)Nc1ccc(Cl)cn1	-7	-0.6	8	-4	-0.7	17*	-1.2	-0.7	-2	-0.9	0.2
COc1ccc(OC)c(C(C)NC(=O)C(C)Cc2ccccc2)c1 (stereo not given)	-5	-0.6	-5	2	-0.9	1.8	0.3	-1.7	0	-0.5	-0.8
COc1cccc(CC(=O)Nc2cc(S(=O)(=O)N3CCCCC3)ccc2C)c1	0	-0.1	-15	1	-1.4	-1.1	-0.4	-0.8	-2	0.9	0.0
Cc1ccnc(NC(=O)c2ccc(NS(=O)(=O)/C=C/c3ccccc3)cc2)c1	3	0.2	11	-8	-0.6	-0.9	-0.2	0.4	-1	2.4	-0.2
CC1CCN(C2=NC(=O)/C(=C/c3ccccc3F)S2)CC1	-5	-1.5	3	2	-2.7	8.3	-9.2	-5.7	-8	-12	0.0
COc1cccc(C(=O)Nc2ccc3nc(N4CCOCC4)cc(C)c3c2)c1	-7	-1.9	-46	2	-2.2	-0.8	0.7	-3.9	0	-1.1	-1.8

The last 2 entries of the part above come first, to join the parts.
canonical_smiles	ADAM17 inh	DAX1 inh-2	ADAM10 inh	NPR1 activator	ssDAF-12 act	PG9 binder	GAA850 FXN act	hcDAF-12 act	SMARCA2 act	hgDAF-12 ag	DAX1 inh-1
CC1CCN(C2=NC(=O)/C(=C/c3ccccc3F)S2)CC1	-5	-1.5	3	2	-2.7	8.3	-9.2	-5.7	-8	-12	0.0
COc1cccc(C(=O)Nc2ccc3nc(N4CCOCC4)cc(C)c3c2)c1	-7	-1.9	-46	2	-2.2	-0.8	0.7	-3.9	0	-1.1	-1.8
CN(CC(=O)NCCN1CCCCCC1)S(=O)(=O)c1cccc2nsnc12	0	0.3	-3	1	-0.6	-0.3	1.4	-0.8	-3	2.8	-0.3
Cc1oc(/N=C/c2ccc(Cl)cc2)c(C#N)c1C	-8	-0.1	-17	3	-1.1	-0.3	-0.5	0.2	-1	2.5	1.3
O=C(NCc1cccnc1)C(=O)NCC(c1ccco1)N1CCOCC1 (stereo not given)	-1	0.3	4	5	-1.2	0.1	1.1	-0.2	-5	1.3	0.9
COCCOC(=O)C1=C(N)Oc2c(oc(CO)cc2=O)C1c1ccccc1F (stereo not given)	-3	0.1	1	3	-2.0	-0.6	0.7	-1.5	0	0.1	-0.3
COCCCN1C(=O)C(=O)/C(=C(/O)c2ccc(OC)cc2C)C1c1cccnc1 (stereo not given)	-3	0.2	3	3	-1.1	0.8	1.1	-2.0	1	-0.1	2.3
Cc1ccc(C(=O)N/C(=C\c2ccc(-c3cccc([N+](=O)[O-])c3)o2)C(=O)NCCCN2CCOCC2)cc1	4	0.8	11	-3	-1.3	-5.8	-0.5	-1.3	-1	0.6	-0.5
O=[N+]([O-])c1ccc(-c2nnc(-c3ccccc3)c(NCCCO)n2)cc1	-2	-1.3	8	-4	-1.1	-0.7	0.2	2.5	-1	4.1	0.5
Cc1ccc(C2(C(F)(F)F)NC(=O)N3C(=C2C#N)Nc2ccccc23)cc1 (stereo not given)	-1	-0.2	-2	0	-1.1	0.0	-2.3	-0.5	1	-0.5	0.5
O=C(Nc1ccc(F)cc1)NC1(C(=O)NCc2ccco2)CCCCC1	2	-0.1	-6	0	-1.2	0.0	-0.3	-0.1	-2	-0.4	-0.7
CC12CCC(=O)C=C1CCC1C2C(=O)CC2(C)C1CC[C@]2(O)C(=O)CO (stereo not given in full)	1	0.5	2	1	-1.1	0.1	3.4	-1.3	-2	1.5	-0.9
CC1CCc2c(sc(NC(=O)CSc3nc(N)cc(=O)[nH]3)c2C(N)=O)C1 (stereo not given)	-2	-0.2	-6	-5	-1.2	-0.1	1.8	-0.7	-3	-1.1	-0.5
Nc1nc(-c2ccccc2)[nH]c(=O)c1N=O	-6	-0.9	2	-3	-0.4	-19	-2.5	-0.5	-3	0.5	4.2*
O=C(COC(=O)COc1ccccc1)NCc1ccc2c(c1)OCO2	2	0.5	-7	-4	-0.3	0.9	-1.2	0.1	-6	1.6	-2.1
COc1ccc(CN2C3CCC2CC(NC(=O)c2cccc(F)c2)C3)cc1 (stereo not given)	6	0.0	5	-15	-1.4	-2.4	1.6	-1.6	0	1.2	1.4
Cc1nn(Cc2ccccc2Cl)c2sc(C(=O)NCCCn3ccnc3)cc12	-3	-1.2	1	12	-1.6	-0.6	0.7	-3.3	1	-3.5	-2.0
CCOC(=O)CC(=O)Nc1cc(Cl)ccc1O	-3	0.2	-2	2	-1.0	-1.2	-1.3	-1.3	0	-0.4	2.1
OCC[C@@H]1C[C@@H](O)[C@H](O)[C@]2(OCc3ccccc32)O1	0	0.8	1	5	-0.9	0.5	0.3	-0.6	2	0.9	0.1
COc1ccc(-c2nc(CS(=O)(=O)CC(=O)NCCc3ccc(C)cc3)c(C)o2)cc1	-1	-1.4	-1	-4	-0.7	1.1	-0.6	3.9	-2	-0.6	0.1
O=C(C1=C(O)C(=O)N(CCN2CCOCC2)C1c1cccnc1)c1cc2ccccc2o1 (stereo not given)	-4	-0.4	-4	2	-1.2	3.4	1.0	0.5	-1	-0.3	-1.0
O=C(CCN1C(=O)/C(=C/c2cccs2)SC1=S)NNC(=O)c1cccc(O)c1	0	0.2	4	-13	-1.4	0.1	1.6	-1.4	6	2.1	-1.1
Cc1c(N=CN2CCOCC2)c(=O)n(C)c(=O)n1C	-1	1.1	6	2	-0.9	-0.7	0.1	-0.8	-2	0.9	-1.1
CCOC(=O)c1c(N)sc(C(=O)N2CCCC(C(N)=O)C2)c1C (stereo not given)	-6	0.2	-8	5	-1.6	0.4	1.5	-0.8	0	-1.9	1.4
CCn1c(SCC(=O)O)nnc1-c1cc2c(C)nn(-c3ccccc3)c2s1	-5	0.1	0	0	0.1	0.0	0.6	-1.4	0	-0.1	1.8
COCc1[nH]nc2c1C1(CCC3(CC1)OCCO3)C(C#N)=C(N)O2	-2	0.1	6	0	-1.2	-1.1	1.2	-0.6	4	0.6	0.8
Fc1ccc(NC(=S)N2CCN(C/C=C/c3ccccc3)CC2)c(F)c1	1	-0.8	-3	0	-1.6	0.8	2.9	0.9	-2	0.2	-0.4
O=C(C1CCOCC1)N1CCCC(N2CCN(c3cccc(Cl)c3)CC2)C1 (stereo not given)	-4	0.0	-7	5	-1.0	-0.7	1.3	-1.0	2	0.9	-0.1
CC(NC(=O)CSc1nc2ccccc2c(=O)[nH]1)c1ccccc1 (stereo not given)	1	1.3	1	-6	-0.1	-3.4	0.3	1.0	4	4.7	0.2
COC(=O)c1cc(NC2c3ccccc3C(=O)N2CCN2CCOCC2)cc(C(=O)OC)c1 (stereo not given)	-15	0.1	-62	2	-1.0	-1.3	0.8	0.6	3	-0.5	2.5
CCOC(=O)c1c(NC(NC(=O)C(C)C)C(Cl)(Cl)Cl)sc2c1CCC2 (stereo not given)	6	-0.1	14	-36	-0.2	0.9	0.1	-0.4	-3	1.1	-0.9
CCOC(=O)c1oc2nc3c(cc2c1N)COC(C)(C)C3	-62	0.4	-174	7	-0.8	-0.3	-0.2	1.1	0	5.8	-0.3
Cn1cnnc1SCC(=O)Nc1ccc2nc(SCc3cccc4ccccc34)sc2c1	3	-2.8	11	-13	-1.3	-1.3	-1.8	-3.4	-1	-0.6	-1.1
CC1(C)CC(=O)C=C(OC(=O)c2ccc(Cl)cc2)C1	-4	0.1	-6	7	-1.5	-2.2	1.2	1.1	2	-0.6	1.5
O=C(COc1ccc(Cl)cc1)Nc1nnc(C2=COCCO2)o1	-4	-0.5	4	-1	-1.0	-1.6	2.5	0.0	-2	-0.3	0.8
CCC(C)NC(=O)CSc1n[nH]c(-c2cc(Cl)ccc2OC)n1 (stereo not given)	-5	-0.3	-8	-1	-1.8	0.3	-0.7	-1.1	-1	0.5	0.0
Cc1cc(-c2nnc(SCC(=O)Nc3ccccc3Cl)n2C)no1	0	-0.1	0	-1	-1.8	-1.0	1.7	-0.2	-1	-1.5	-0.6
COc1ccc(N2CCN(C(=O)c3cc4c(s3)-c3ccccc3S(=O)(=O)C4)CC2)cc1	-1	-0.4	-1	2	-1.8	-1.6	-1.2	-2.0	-2	1.4	-1.1
O=C(c1cc(-c2ccccc2)nc2ccccc12)N1CCN(c2ccccc2O)CC1	14*	1.2	13	-3	-0.5	-2.6	3.1	-1.4	0	1.1	-0.5
COc1cc(OC)cc(-n2nnnc2SCC(=O)N2CCCC2)c1	-4	-0.5	-3	4	-0.2	0.3	-2.9	-2.1	-2	-0.7	-0.6
O=C(N/N=C/c1c[nH]c2ccccc12)c1ccccc1	-2	0.3	-2	-2	0.0	0.4	4.7	2.3	-2	5.3	6.1*
COc1ccc(CCNC(=O)COC(=O)CCC(=O)c2ccc(F)cc2)cc1	1	0.3	1	3	-0.7	-0.3	0.5	-1.1	-3	-0.2	0.0

Screens from PubChem BioAssay.
